Dynein transport: blocks dynein driven cargo transport along microtubules; 3617.4 mouse cells, GR-EGFP nuclear translocation imaging; test concentration mostly 20 µM; stimulated with dexamethasone, 1 µM; stronger effect = lower value; z-score, hits read low; 220,000 tested, 0.47% active; AID 1381;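 active = plate z-score of nuclear minus cytoplasmic receptor signal below a set negative limit, without overly bright fluorescence or cell loss, cut at about -3.5 in these data, passing the limit was not always enough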;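 note: z-score of nuclear minus cytoplasmic ring GR-EGFP intensity difference per well; some compounds called inactive have numbers as strong as hits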
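Buffer or medium: tet-free, stripped-serum medium; reagent: dexamethasone at 1.0 µM final, 30 min; incubation: 48 h induction, 1 h compound, 30 min dex at 37 °C; measured by: formaldehyde fixation, Hoechst nuclear stain, 10x automated fluorescence imaging; read-out: nuclear-to-cytoplasmic GR-EGFP distribution per well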
Autophagy mod: modulators of autophagy; MEF GFP-LC3 puncta imaging; test concentration mostly 10 µM; calls only at 10 µM (by protocol); 190,000 tested, 0.98% active; AID 463193;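 active = percentage of spot-positive cells more than 3 SD above its plate mean, without a fluorescence outlier flag or 80% toxicity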;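 note: spot-positive cell cutoff set from DMSO-treated cells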
M1AAP inhibition: P. falciparum M1AAP inhibitors, biochemical, fluorogenic H-Leu-NHMec substrate, 1536-well (AID 1445). recombinant M1AAP, H-Leu-NHMec fluorogenic kinetic assay; higher % means a stronger effect. inhibition, % at 30 µM, or IC50 in µM where a hit was titrated. 220,000 tested, 0.42% active;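 active = primary inhibition above the hit cutoff, then over 50% inhibition at one or more dose response concentrations, cut at about 23% in these data, passing the limit was not always enough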;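 note: plate controls were DMSO full reaction for no effect and no enzyme background for full effect; strong numbers were not always called active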
M17LAP inhibition: P. falciparum M17LAP inhibitors, primary screen, biochemical, fluorogenic H-Leu-NHMec substrate, 1536-well (AID 1619) | recombinant M17LAP, H-Leu-NHMec fluorogenic kinetic assay; higher % means a stronger effect | inhibition, % at 30 µM; hits with a dose series show IC50 in µM | 220,000 tested, 0.38% active;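 active = compound inhibiting the enzyme by more than half at any dose during confirmatory dose-response retesting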;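 note: plate controls were full reaction with DMSO carrier for no effect and no enzyme background for full effect; strong numbers were not always called active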
ER stress rescue: rescue of cells from ER stress-induced death, primary screen, 384-well, CSM14.1, thapsigargin, ATP luminescence (AID 1222) | CSM14.1 thapsigargin-induced death rescue, ATP luminescence; higher % means a stronger effect | cellular ATP content (survival), % at 20 µM; hits with a dose series show EC50 in µM | 190,000 tested, under 10 active;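 active = EC50 below 50 µM in the dose-response confirmation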;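 note: death triggered by thapsigargin at about 15 µM added after 2 h compound pretreatment; cell ATP read after overnight thapsigargin exposure of roughly 18 to 22 hours; normalized against plate controls of thapsigargin alone and 5% DMSO vehicle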
MT stabilizer: microtubule stabilization, imaging screen; HeLa tubulin immunostaining HCS, 24 h; share of cells brighter than vehicle mean+2SD; % tubulin-high responders, % at 10 µM; 200,000 tested, 0.83% active;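 active = plate Z-score above 3 for both tubulin-high and condensed-nucleus cell shares, with cell loss under 80%, at 10 µM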;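 note: anti alpha tubulin signal scored within the nucleus-defined area of each cell; some results filed as inactive read as strong as hits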
Yfh1-depleted yeast: enhancers of respiration in Yfh1-depleted yeast, dose response, Friedreich's ataxia, plus single-dose screen (AID 1465) | S. cerevisiae Yfh1-off respiration, WST-1 reduction, 72 h; higher fold induction means a stronger effect | fold induction at 50 µM, or EC50 in µM where a hit was titrated | 220,000 tested, 0.074% active;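 active = fold induction of absorbance versus untreated yeast above a set limit, then at least 30% activation at any dose in follow-up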;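 note: activators that raise dye reduction in frataxin-depleted yeast; strong numbers were not always called active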
Insulin prom up: MIN6 insulin promoter up-regulation; MIN6 insulin promoter-GFP reporter, high-content imaging; stronger effect = higher value; z-score at 5 µM; 190,000 tested, 0.3% active; AID 1625;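 active = z-score above 3 at 5 µM with at least 500 cells counted in the well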
Lipid droplet: modulators of hepatic lipid droplet formation; 240,000 tested, 0.4% active; inhibition, % at 6.5 µM; AML12 mouse hepatocytes, oleate lipid droplets, BODIPY imaging; AID 1656;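 active = lipid droplet intensity inhibited by at least 50%, with more than 500 cells counted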
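material = mouse AML12 hepatocyte cell line, fixed after treatment | also added = 100 µM oleic acid challenge | doses = compound at 6.5 µM only | schedule = overnight exposure | technique = Image-based BODIPY and DAPI two-channel analysis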
Dynein transport cytoplasmic EGFP: second read-out of Dynein transport, no call of its own (marks repeat the call); z-score; measured here: cytoplasmic GR-EGFP intensity; stronger effect = higher value
Dynein transport nuclear GR-EGFP: recorded beside Dynein transport, whose call it bears; z-score; measured here: nuclear GR-EGFP intensity;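 lower value marks the stronger effect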
Dynein transport cell count: also measured in Dynein transport; calls as there; z-score; measured here: cell count per field
Insulin prom up cell count: second read-out of Insulin prom up, no call of its own (marks repeat the call); cell count; measured here: cytotoxicity, nuclei count;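 total cells summed across four imaged fields per well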
Lipid droplet cells 6.5 µM: further read-out of Lipid droplet, marked with its call; cell count; measured here: cell count, cytotoxicity flag;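 cells counted across two imaged fields per well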
MT stabilizer Hoechst-high %: further read-out of MT stabilizer, marked with its call; % Hoechst-high responders; measured here: nuclear condensation Hoechst responders;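 share of cells brighter than vehicle mean plus two SD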
MT stabilizer cytotoxicity %: further read-out of MT stabilizer, marked with its call; toxicity, %; measured here: cytotoxicity by cell density;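 0% = mean cell density of plate MIN control wells and 100% = no cells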
Autophagy mod cell loss 18 h: also measured in Autophagy mod; calls as there; toxicity, %; measured here: cell loss, nuclei count;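 cell loss after 18 h compound exposure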
Starred values were filed as active, the others as inactive; i = inactive; / = not tested or not shown; + = active, no number.

The line under a structure holds: Dynein transport	Dynein transport cytoplasmic EGFP	Dynein transport nuclear GR-EGFP	Dynein transport cell count	Autophagy mod	Autophagy mod cell loss 18 h	M1AAP inhibition	M17LAP inhibition	ER stress rescue	MT stabilizer	MT stabilizer Hoechst-high %	MT stabilizer cytotoxicity %	Yfh1-depleted yeast	Insulin prom up	Insulin prom up cell count	Lipid droplet	Lipid droplet cells 6.5 µM
S=c1oc(-c2ccncc2)nn1CCc1ccncc1
  -0.74	-0.2	-0.33	-0.0025	i	-10	0%	3%	-0.6%	4.0	1.5	64	i	-0.47	1295	5	722
O=C(N/N=C\c1ccc(Cl)s1)c1cccs1
  3.3	-0.25	1.5	-1.7	i	22	18%	13%	-4.6%	2.9	1.8	2.3	i	-0.36	946	-1	790
CC(=O)Oc1ccccc1C(=O)Nc1ncc([N+](=O)[O-])s1
  /	/	/	/	/	/	0%	-2%	-2.9%	/	/	/	i	-0.13	1325	-8	716
COc1cccc(CNC(=O)CCC2CCCN(c3cc(C)nc(N(C)C)n3)C2)c1 (centres undefined)
  0.51	-0.17	0.59	-0.37	i	-11	/	/	-2.7%	1.3	1.0	1.4	i	-0.15	1701	-17	648
COc1ccc(-c2cc(C(F)(F)F)nc(SCC(=O)Nc3ccc4c(c3)OCO4)n2)cc1OC
  -0.35	-0.3	-0.55	0.66	i	-12	1%	5%	-2.4%	2.4	4.0	6.7	i	-0.19	2160	-10	720
Cc1ccc(S(=O)(=O)N(CC(=O)N2CCN(c3ccc(F)cc3)CC2)C2CCCCC2)cc1
  -0.15	-0.18	0.047	0.54	i	4	5%	0%	-0.7%	3.0	1.4	9.5	i	-0.49	1673	/	/
CC(=O)c1sc(-c2ccccn2)nc1C
  -0.48	-0.24	-0.07	0.29	i	5	2%	5%	3.7%	1.9	1.5	0.4	i	-0.42	1042	-3	716
O=C(CCS(=O)(=O)c1ccc(Br)s1)NCc1ccccc1
  -0.44	-0.43	-0.22	-0.16	i	4	9%	-1%	1.1%	1.8	1.4	5.5	i	/	/	0	703
Cc1cc(NS(=O)(=O)c2ccc(NC(=O)c3ccco3)cc2)nc(C)n1
  0.21	-0.29	0.26	0.19	i	16	2%	28%	-0.3%	2.1	1.0	6.6	i	-0.84	974	6	702
COc1ccc(NC(=S)N/N=C2\CC(C)(C)Oc3ccc(O)cc32)cc1
  0.84	0.014	0.69	-0.89	i	5	18%	23%	1.7%	1.8	3.0	16	i	-0.39	1384	23	685
CC(=O)NS(=O)(=O)c1ccc(NC(=O)NC2CCCCC2)cc1
  -0.25	-0.19	-0.26	0.13	i	0	5%	4%	0.0%	1.0	1.2	3.0	i	0.2	1671	/	/
Nc1ccc(S(=O)(=O)N2CCCC2)cc1Cl
  0.23	-0.21	0.011	0.6	/	/	5%	1%	/	/	/	/	i	-0.12	1053	11	752
Cc1c(O)nc2ccccn2c1=O
  0.49	-0.22	0.01	0.6	/	/	2%	6%	/	/	/	/	i	0.41	1120	2	816
CCSc1nc(NCCN(C)C)c2c3c(sc2n1)COC(C)(CC)C3 (centres undefined)
  0.27	-0.2	0.051	-0.21	/	/	3%	-8%	/	/	/	/	i	-0.22	1338	2	700
Cn1c(Cl)c(C(=O)Nc2ccc(Cl)cc2)c2ccccc21
  -0.13	-0.22	-0.19	0.47	i	15	0%	-8%	-1.3%	28*	30*	34*	i	-0.45	1407	/	/
C/C(=N\Nc1ccccc1Cl)c1ccc(-n2ccnc2)cc1
  -0.0041	-0.16	-0.23	0.42	i	8	15%	14%	-1.7%	3.0	3.0	13	i	/	/	-2	702
CC(C)(C)NC(=O)N1CCCC(C(=O)c2cccc(Cl)c2)C1 (centres undefined)
  -0.31	-0.28	-0.097	0.81	i	9	4%	-1%	0.7%	4.4	0.9	5.2	i	-0.53	1504	9	715
Cc1noc(C)c1S(=O)(=O)N1CCCC(C(=O)N2CCc3ccccc3C2)C1 (centres undefined)
  3.3	0.012	2.4	-1.5	i	8	2%	2%	-0.5%	2.2	3.0	8.5	i	0.74	941	/	/
Cc1ccsc1/C=N/NC(=O)c1ccc(-n2cccc2)cc1
  0.86	0.0096	0.48	-0.3	i	2	-1%	9%	-0.8%	2.1	1.7	0.9	i	0.79	1479	5	743
C/C(CC(=O)NCc1ccco1)=N\NC(=O)Cc1ccc(-c2ccccc2)cc1
  -0.37	-0.22	-0.018	-0.51	i	2	10%	-1%	-1.1%	3.4	2.7	7.2	i	-0.21	1326	-1	648
CCOC(=O)COc1ccc([N+](=O)[O-])cc1
  -0.13	-0.27	-0.51	0.23	i	0	2%	8%	-3.0%	1.7	1.9	1.7	i	0.41	1329	-19	592
Brc1cccc(-c2nnco2)c1
  0.68	-0.23	0.65	0.092	i	7	1%	-5%	/	2.9	1.7	6.5	i	1.1	1292	-10	700
O=c1cc(CSc2nnc(Nc3ccccc3F)s2)nc2sccn12
  -1.5	-0.35	-1.1	1.4	i	-4	3%	15%	-0.5%	3.6	1.7	8.0	i	0.05	1230	16	673
COc1ccccc1NC(=O)c1nnn(CC(=O)Nc2ccccc2)c1N
  3.1	-0.21	2.5	-1	i	3	-1%	-6%	-2.5%	3.6	0.4	16	i	/	/	-45	677
O=c1cc(Cl)c(-c2ccccc2)n[nH]1
  -0.73	-0.48	-0.23	0.62	i	1	8%	-5%	-2.5%	2.2	1.8	2.6	i	/	/	-14	325
Cc1ccc(O)c(-c2cc(C(F)(F)C(F)F)nc(-c3ccccc3)n2)c1
  0.24	-0.19	0.11	0.045	i	-4	8%	1%	1.0%	2.1	1.7	13	i	/	/	/	/
COc1ccc2c(c1)CCC/C2=N/OC(=O)c1ccccc1OC
  1.6	-0.05	1	-1.3	i	-34	3%	5%	1.8%	3.0	1.4	6.2	i	0.24	1372	-2	709
O=C(C1=C[C@H](c2ccccc2)C[C@H](OCc2ccc(CO)cc2)O1)N1CCOCC1
  -1.1	-0.31	-0.29	0.65	i	-20	8%	2%	2.2%	1.8	1.8	5.0	i	-0.43	1248	-1	702
CCc1nn(-c2cc(Oc3cccc4ccccc34)nc(-c3ccccc3)n2)c(N)c1C#N
  0.16	-0.24	-0.12	0.89	+	-18*	6%	-5%	-0.3%	4.8	2.7	3.0	i	0.39	1281	/	/
CCOC(=O)CNC(=S)N(Cc1ccccc1)Cc1cccnc1
  -1.4	-0.26	-0.65	0.34	i	12	2%	-1%	-0.4%	3.0	1.4	8.1	i	0.71	1347	16	758
CCCC1=NN(C(=O)Cc2ccc(OC)cc2)C(O)(C(F)(F)F)C1 (centres undefined)
  0.63	-0.24	0.08	-0.86	i	12	-1%	2%	-0.2%	4.1	1.5	6.8	i	-0.57	1573	0	644
COc1ccc(NC(=O)c2cnc(C)cn2)c2ncccc12
  0.36	-0.21	0.033	1.3	i	7	2%	-1%	0.4%	3.0	2.9	8.7	i	0.1	965	/	/
O=C(CCCn1c(SCC(=O)c2ccccc2)nc2ccccc2c1=O)NCC1CCCO1 (centres undefined)
  1.5	0.59	1.1	-1.2	i	1	12%	1%	1.6%	3.8	1.7	6.2	i	0.59	910	/	/
O=C1CC(C(=O)Nc2ccc(C(=O)N3CCOCC3)cc2)C2(CCCCC2)O1 (centres undefined)
  1.1	-0.09	1.6	-1.7	i	-3	4%	-3%	-2.1%	2.4	1.3	4.1	i	0.03	1849	1	585
O=C(NCc1ccncc1)c1nc(-c2cccs2)no1
  -0.7	-0.076	-0.13	0.33	i	-11	3%	14%	0.2%	1.9	2.5	8.7	i	0	1439	19	688
Cc1ccccc1NC(=O)NC(C)(C)CC(C)(C)C
  -0.36	-0.26	0.25	0.5	i	-4	0%	-11%	-0.6%	1.3	1.0	8.5	i	-0.34	1629	2	664
